Screens: PubChem BioAssay, National Center for Advancing Translational Sciences (NCATS)
G9a inh = blocks human histone lysine methyltransferase G9a | Q96KQ7 | Potency, µM (highest dose often 102 µM), for the others: top-dose activity, negative = inhibition, hits mostly inhibitors | 350,000 tested, 8.8% active | G9a H3K9 monomethylation, AlphaScreen, 2 h; note: potency is the fitted concentration of half-maximal effect; % is set by controls: 0 for no effect and ±100 for the full control effect; nearly all actives have a fitted effect of over 75% in size
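Using a bead-based AlphaScreen, monomethylated H3K9 product from 2 h room-temperature reactions (G9a 20 nM, peptide 500 nM, SAM 20 uM) was detected with 0.5 ug/mL rabbit anti-H3K9me1 antibody.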
PGK inhibitor = blocks T. brucei phosphoglycerate kinase | P07378 | PGK/GAPDH coupled, Kinase-Glo luminescence, 60 min | 380,000 tested, 0.043% active | AID 602233 | Potency, µM (highest dose often 57.5 µM), for inactives: top-dose activity change, negative = inhibition, most hits filed as inhibitors; note: potency is the fitted concentration of half-maximal effect; % is set by controls: 0 for no effect and ±100 for the full control effect; nearly all actives have a fitted effect of over 60% in size
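Recombinant glycosomal PGK reaction used 1,3-bisphosphoglycerate generated in-well by GAPDH (100nM final) in 100mM TEA pH 7.6, 5mM MgCl2, 0.01% Tween-20. After 60 minutes at room temperature, ATP was read by Kinase-Glo Plus luminescence end-point.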
BAZ2B block = BAZ2B (human) inhibition; Q9UIF8; AlphaScreen BAZ2B-H3K14Ac peptide displacement; Potency, µM (top dose mostly 114 µM), without a hit: at the top dose activity change, negative = inhibition, most hits filed as inhibitors; 360,000 tested, 4.4% active; note: potency is the fitted concentration of half-maximal effect; % is set by controls: 0 for no effect and ±100 for the full control effect; nearly all actives have a fitted effect of over 60% in size
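AlphaScreen luminescence quantifies BAZ2B engagement of H3K14Ac peptide; the protein and biotinylated peptide are both at 50 nM final, buffer PBS pH 7.4 with 0.01% Tween-20, all steps at room temperature.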
POLH inh = inhibitors of human DNA polymerase eta; Q9Y253; recombinant Pol eta, fluorescent DNA replication assay; Potency, µM (doses to about 114 µM), for inactives: top-dose activity change, negative = inhibition, actives largely listed as inhibitors; 390,000 tested, 1.2% active; note: potency is the fitted concentration of half-maximal effect; % is set by controls: 0 for no effect and ±100 for the full control effect
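Pol eta (10 nM) was preincubated with compounds for 15 min at room temperature, after which fluorescent replication substrate (50 nM final) was added to start the reaction. Fluorescence was read kinetically at 0 and 10 min.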
HP1b chromo inh = HP1-beta chromodomain-methylated histone interaction inhibition; P83916; AlphaScreen HP1-beta / biotin-H3K9me3 peptide binding; 390,000 tested, 0.56% active; AID 540317; Potency, µM (highest dose often 114 µM), inactives show top-dose activity change, negative = inhibition, hits mostly inhibitors; note: potency is the fitted concentration of half-maximal effect; nearly all actives have a fitted effect of over 70% in size; inactives centre near 23
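HP1-beta protein (50 nM final) preincubated 30 min at room temperature with biotinylated H3(1-18)K9me3 peptide (50 nM) in PBS pH 7.4, 0.01% Tween-20, then compound added for 30 min. AlphaScreen streptavidin donor/nickel chelate acceptor beads (10 ug/mL final), 30 min dark, luminescence read.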
PI4K2A inh = blocks human PI4K2A kinase activity; Q9BTU6; purified PI4K2A, ADP-Glo luminescence, 1 h; hits give low values; activity change, negative = inhibition, % at 76.9 µM; 420,000 tested, 0.13% active; AID 1346378; in the data active = activity change below about -50%; inconclusive = mostly about -30% to -49%;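 note: -100% = wells without enzyme as full effect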
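In this quantitative HTS, ADP production by PI4K2A was quantified luminescently after 1 h at ambient temperature; 100 microM adenosine served as plate-quality control.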
GLS inhibitor = glutaminase GLS (human) inhibition; O94925; 410,000 tested, 0.21% active; Potency, µM (highest dose often 45.5 µM), inactives show top-dose activity change, negative = inhibition, hits mostly inhibitors; GLS enzymatic activity, qHTS titration; note: potency is the fitted concentration of half-maximal effect; % is set by controls: 0 for no effect and ±100 for the full control effect
Target sequence (O94925 whole entry, looked up): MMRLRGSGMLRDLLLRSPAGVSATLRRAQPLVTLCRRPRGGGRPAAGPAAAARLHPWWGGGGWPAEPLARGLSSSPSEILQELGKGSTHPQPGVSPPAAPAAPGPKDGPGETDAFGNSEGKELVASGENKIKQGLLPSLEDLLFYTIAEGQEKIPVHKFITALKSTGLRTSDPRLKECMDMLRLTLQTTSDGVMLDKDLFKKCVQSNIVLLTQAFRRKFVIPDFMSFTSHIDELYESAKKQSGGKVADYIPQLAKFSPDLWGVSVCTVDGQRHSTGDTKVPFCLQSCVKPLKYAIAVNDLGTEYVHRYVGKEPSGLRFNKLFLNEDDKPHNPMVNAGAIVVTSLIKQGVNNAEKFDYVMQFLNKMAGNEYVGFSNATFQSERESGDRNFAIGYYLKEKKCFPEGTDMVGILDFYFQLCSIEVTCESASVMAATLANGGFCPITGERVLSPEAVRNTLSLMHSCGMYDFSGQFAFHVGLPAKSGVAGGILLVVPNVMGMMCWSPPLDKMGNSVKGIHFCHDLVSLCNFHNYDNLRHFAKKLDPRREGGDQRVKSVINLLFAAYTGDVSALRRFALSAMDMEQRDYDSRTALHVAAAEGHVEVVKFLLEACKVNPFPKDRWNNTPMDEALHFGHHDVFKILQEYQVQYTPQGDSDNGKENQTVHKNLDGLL
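Enzyme dispensed in phosphate buffer (45 mM, pH 8.2, 0.02% Tween-20), compounds pinned in, then 1 mM L-glutamine solution and the glutamate oxidase–HRP–Amplex Red mix added; fluorescence read immediately and again after 30 min at room temperature.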
JMJD2A Tudor inh = inhibitors of human JMJD2A Tudor domain; AID 504339; O75164; AlphaScreen JMJD2A-Tudor / H3K4me3 peptide binding; Potency, µM (titrated, usually from 114 µM), inactives show top-dose activity change, negative = inhibition, hits mostly inhibitors; 390,000 tested, 4.4% active; note: potency is the fitted concentration of half-maximal effect; % is set by controls: 0 for no effect and ±100 for the full control effect; nearly all actives have a fitted effect of over 50% in size
Pin1 inh = blocks the human prolyl isomerase Pin1; Pin1 FP peptide displacement, HiFluor488, 10 min; Potency, µM (top dose mostly 115 µM), for the others: top-dose activity, negative = inhibition, actives largely listed as inhibitors; 390,000 tested, 0.009% active; AID 504891; active = well fitted inhibition curve with a large enough effect in the polarisation, with a control signal flat, not every such curve was filed as active; inconclusive = small, poorly fitted or top-dose-only effect, or effect the other way, or a change in a side signal; inactive = no such curve, though single readings can be large or run the other way; the % refers to the polarisation; note: potency is the fitted concentration of half-maximal effect; % is set by controls: 0 for no effect and ±100 for the full control effect
Target sequence (Q13526 whole entry, looked up): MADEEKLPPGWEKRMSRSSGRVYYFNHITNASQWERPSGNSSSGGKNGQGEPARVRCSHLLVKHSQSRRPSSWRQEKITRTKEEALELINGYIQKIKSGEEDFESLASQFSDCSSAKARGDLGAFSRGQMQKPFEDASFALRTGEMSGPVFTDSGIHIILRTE
Active calls of the source: *; i = inactive; ? = inconclusive; / = no result given; & = joins results of further samples; ! = repeats disagree; [ ] = dose if it differs, or a comment. Unless noted, calls come from the whole dose curve; as a rule, active = well fitted curve in the direction sought with a large enough effect; inconclusive = small, poorly fitted or top-dose-only effect, or another doubt; inactive = no such curve, though single readings can be large; an effect the other way counts as inactive or inconclusive. The list is partial; the hit share may differ from the screen's.

SMILES	G9a inh	PGK inhibitor	BAZ2B block	POLH inh	HP1b chromo inh	PI4K2A inh	GLS inhibitor	JMJD2A Tudor inh	Pin1 inh
COc1ccc(CC(=O)Nc2ccc(C(=O)O)cc2NC(=O)Cc2ccc(OC)cc2)cc1	10.1%	i	-17.8%	-6.7%	53.1%[activator]	-1.4	-2.3%	-11.9%	2.9%
Cc1nc2c(C(=O)NCCc3ccccc3Cl)c[nH]n2c(=O)c1Cl	50.1µM*	-9.7%	-22.1%	?	14.5%	2.2	-18.1%	-29.1%	-28.4%
OC1CCN(Cc2ccc(OCc3ccccc3)cc2)CC1	-10.2%[0.501 µM]	i	7.5%	-13.7%	13.0%	0.3	-8.6%	-15.8%	6.8%
Cc1c(NC(C)c2cc(Cl)ccc2O)c(=O)n(-c2ccccc2)n1C (stereo not given)	?	2.9%	-35.0%	1.1%	2.0%	7.9	18.3%	-18.7%	6.6%
CN1CCn2cnc(C(=O)NCc3ccccc3)c2C1=O	/	-2.7%	/	-2.6%	/	1.4	-7.2%	/	/
COC(=O)c1sccc1NC(=O)Nc1ccc(Cl)c(Cl)c1	5.5%[59 µM]	-8.3%	0.1%	-9.2%	37.0%[activator]	-5.2	-10.1%	0.4%	1.2%
COCCn1c(C)cc(O)c(C(c2ccccc2OC)N2CCCCC2)c1=O (stereo not given)	5.6%[59 µM]	-2.0%	0.7%	6.2%	33.0%[57 µM]	-4.2	13.8%	-12.3%	-5.9%
Cc1ccc(C)c(NC(=O)CCC(=O)NN=C2CCCC2)c1	15.1%[0.501 µM]	-3.4%	-12.7%	5.1%	51.7%[activator]	-4.3	4.0%	3.4%	-2.7%
COc1cccc(OCC(O)CNC(=O)c2oc3ccc(C)cc3c2C)c1 (stereo not given)	9.6%	-13.6%	-14.2%	?	9.7%	4.0	-1.1%	-11.5%	-5.8%
CC(=O)Nc1ccc(NC(=O)CSc2nnc(-c3cccs3)n2N)cc1	-1.9%[12.7 µM]	-2.3%	8.6%	-13.6%	24.9%	0.9	-0.1%	-15.7%	1.4%

Sorted by the number under Pin1 inh (high to low): some entries from above.
SMILES	G9a inh	PGK inhibitor	BAZ2B block	POLH inh	HP1b chromo inh	PI4K2A inh	GLS inhibitor	JMJD2A Tudor inh	Pin1 inh
Cc1c(NC(C)c2cc(Cl)ccc2O)c(=O)n(-c2ccccc2)n1C (stereo not given)	?	2.9%	-35.0%	1.1%	2.0%	7.9	18.3%	-18.7%	6.6%
COc1ccc(CC(=O)Nc2ccc(C(=O)O)cc2NC(=O)Cc2ccc(OC)cc2)cc1	10.1%	i	-17.8%	-6.7%	53.1%[activator]	-1.4	-2.3%	-11.9%	2.9%
CC(=O)Nc1ccc(NC(=O)CSc2nnc(-c3cccs3)n2N)cc1	-1.9%[12.7 µM]	-2.3%	8.6%	-13.6%	24.9%	0.9	-0.1%	-15.7%	1.4%
COc1cccc(OCC(O)CNC(=O)c2oc3ccc(C)cc3c2C)c1 (stereo not given)	9.6%	-13.6%	-14.2%	?	9.7%	4.0	-1.1%	-11.5%	-5.8%

New compounds follow
SMILES	G9a inh	PGK inhibitor	BAZ2B block	POLH inh	HP1b chromo inh	PI4K2A inh	GLS inhibitor	JMJD2A Tudor inh	Pin1 inh
O=C(O)c1ccnc(Cl)c1	-9.0%[59 µM]	-8.6%	11.3%	-17.2%	31.0%	-3.8	3.3%	-9.9%[57.1 µM]	1.3%
Cc1c(NC(=O)CSc2nc(-c3ccco3)cc(C(F)(F)F)n2)c(=O)n(-c2ccccc2)n1C	-2.5%[12.7 µM]	-2.3%	-10.9%	-14.3%	49.5%	5.6	-15.5%	7.5%	2.1%
COc1ccc(S(=O)(=O)Nc2cccc3c2O[C@H](CN(C)C(=O)Nc2c(C)noc2C)[C@@H](C)CN([C@H](C)CO)C3=O)cc1	/	-5.7%	/	-22.9%	42.4%[activator]	-1.5	4.1%	-6.4%	-6.7%
CC1CC1C(=O)OCC(=O)Nc1cccc(F)c1 (stereo not given)	17.7%[2.33 µM]	i	-4.0%	-12.3%	71.0%[activator]	-14.5	-0.1%	0.7%	3.2%
CCN(CC(=O)Nc1cc(Cl)ccc1Cl)C(=O)c1ccc(-n2cccn2)cc1	16.2%[2.33 µM]	i	9.7%	-11.1%	51.5%[activator]	-0.9	-4.1%	-5.2%	2.1%
CCN(CC)CCCNC1=C(Cl)C(=O)c2ccccc2C1=O	?	-2.2%	-25.7%	-3.0%	-15.2%	-20.1	0.0%	-30.1%	0.4%
Cc1nc2ccc(NC(=O)Cc3ccsc3)cc2s1	-10.0%	-4.3%	?	-4.9%	17.2%	-6.9	7.2%	1.2%	8.2%
CCOC(=O)CCNCc1ccc(F)cc1	-8.6%	-4.3%	-10.6%	1.5%	17.6%	-1.4	4.7%	-10.2%	-9.9%
Cc1ccc(S(=O)(=O)NC2=C(N3CCN(c4ccccc4F)CC3)C(=O)c3ccccc3C2=O)cc1	-8.2%[0.501 µM]	-2.1%	10µM*	-14.3%&-0.7%	14.1µM*!	-1.7&5.3	22.2%&30.8%	8.91µM*	-2.1%&3.4%
Cn1nc(C(F)(F)F)c(-c2cccc(C(F)(F)F)c2)c1NC(=O)c1ccco1	-7.4%	i	-0.6%	-30.6%	28.3%	7.9	-2.4%	-9.1%	-7.9%

Looked up one by one from above (3):
SMILES	G9a inh	PGK inhibitor	BAZ2B block	POLH inh	HP1b chromo inh	PI4K2A inh	GLS inhibitor	JMJD2A Tudor inh	Pin1 inh
Cc1c(NC(=O)CSc2nc(-c3ccco3)cc(C(F)(F)F)n2)c(=O)n(-c2ccccc2)n1C	-2.5%[12.7 µM]	-2.3%	-10.9%	-14.3%	49.5%	5.6	-15.5%	7.5%	2.1%
O=C(O)c1ccnc(Cl)c1	-9.0%[59 µM]	-8.6%	11.3%	-17.2%	31.0%	-3.8	3.3%	-9.9%[57.1 µM]	1.3%
Cc1ccc(S(=O)(=O)NC2=C(N3CCN(c4ccccc4F)CC3)C(=O)c3ccccc3C2=O)cc1	-8.2%[0.501 µM]	-2.1%	10µM*	-14.3%&-0.7%	14.1µM*!	-1.7&5.3	22.2%&30.8%	8.91µM*	-2.1%&3.4%

Later entries
SMILES	G9a inh	PGK inhibitor	BAZ2B block	POLH inh	HP1b chromo inh	PI4K2A inh	GLS inhibitor	JMJD2A Tudor inh	Pin1 inh
CCOC(=O)C(=O)/C(C#N)=C/Nc1ccc(F)cc1	35.5µM*	i	?	-13.1%	39.3%[activator]	0.0	-4.4%	4.1%	-17.0%
CCOCCOC(=O)c1ccc(-n2cncn2)nc1	-0.2%[12.7 µM]	-4.5%	5.3%	8.9%	11.0%	-4.9	-0.8%	-5.0%	2.0%
COc1ccc2c(c1)OC1(C)CC2C(C(=O)c2ccccc2OC)C(=O)N1 (stereo not given)	11.7%	4.3%	-3.0%	-14.5%	17.7%	0.3	6.1%	-4.1%	5.1%
COc1ccccc1C(=O)N/C(=C/c1ccc(Br)cc1)C(=O)N1CCOCC1	/	-9.9%	/	-10.9%	/	-0.7	-4.6%	/	/
Cc1cccc(NC(=O)CN(C)C(=O)c2ccc3ccccc3n2)c1C	?	-9.9%	9.4%	-14.3%	18.2%	0.9	-11.2%	-4.8%	-0.3%
Cc1ccc(S(=O)(=O)Nc2cc(C)c(O)cc2C)cc1	50.1µM*	2.4%	-21.1%	-3.4%	22.8%	4.1	-26.4%	-16.1%	36.7%[activator]
Cn1c(=O)c(S(=O)C2CCCCC2)c(O)c2ccccc21 (stereo not given)	/	-5.1%	/	-0.4%	46.8%[activator]	-0.4	0.4%	-4.3%	1.2%
